High-throughput results as filed in PubChem BioAssay.
GSIS activator: primary screen for activators of insulin secretion dependent on glucose, INS-1E cells, GLuc reporter luminescence. INS-1E GLuc reporter insulin secretion, 2-3 h. activation, % at 16.6 µM. hit rate 0.61% among 370,000. AID 743287;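 active = lowest replicate activation of at least 40%, so every replicate reaches that level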;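 note: 0% = median of neutral control wells and 100% = median of IBMX positive control wells; some compounds called inactive have numbers as strong as hits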
ERAP1 HTS inh: inhibitors of human ERAP1 aminopeptidase. AID 652197. inhibition, % at 10.7 µM. Q9NZ08. recombinant ERAP1, Leu-AMC fluorescence, 60 min. hit rate 0.15% among 340,000;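 active = mean replicate inhibition of at least 30%, or all replicates individually reaching that 30% level; inactive = mean below 30% and not every replicate reaching it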;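 note: 0% = neutral control wells and 100% = L-leucinethiol positive control wells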
Target sequence (Q9NZ08 whole entry, looked up): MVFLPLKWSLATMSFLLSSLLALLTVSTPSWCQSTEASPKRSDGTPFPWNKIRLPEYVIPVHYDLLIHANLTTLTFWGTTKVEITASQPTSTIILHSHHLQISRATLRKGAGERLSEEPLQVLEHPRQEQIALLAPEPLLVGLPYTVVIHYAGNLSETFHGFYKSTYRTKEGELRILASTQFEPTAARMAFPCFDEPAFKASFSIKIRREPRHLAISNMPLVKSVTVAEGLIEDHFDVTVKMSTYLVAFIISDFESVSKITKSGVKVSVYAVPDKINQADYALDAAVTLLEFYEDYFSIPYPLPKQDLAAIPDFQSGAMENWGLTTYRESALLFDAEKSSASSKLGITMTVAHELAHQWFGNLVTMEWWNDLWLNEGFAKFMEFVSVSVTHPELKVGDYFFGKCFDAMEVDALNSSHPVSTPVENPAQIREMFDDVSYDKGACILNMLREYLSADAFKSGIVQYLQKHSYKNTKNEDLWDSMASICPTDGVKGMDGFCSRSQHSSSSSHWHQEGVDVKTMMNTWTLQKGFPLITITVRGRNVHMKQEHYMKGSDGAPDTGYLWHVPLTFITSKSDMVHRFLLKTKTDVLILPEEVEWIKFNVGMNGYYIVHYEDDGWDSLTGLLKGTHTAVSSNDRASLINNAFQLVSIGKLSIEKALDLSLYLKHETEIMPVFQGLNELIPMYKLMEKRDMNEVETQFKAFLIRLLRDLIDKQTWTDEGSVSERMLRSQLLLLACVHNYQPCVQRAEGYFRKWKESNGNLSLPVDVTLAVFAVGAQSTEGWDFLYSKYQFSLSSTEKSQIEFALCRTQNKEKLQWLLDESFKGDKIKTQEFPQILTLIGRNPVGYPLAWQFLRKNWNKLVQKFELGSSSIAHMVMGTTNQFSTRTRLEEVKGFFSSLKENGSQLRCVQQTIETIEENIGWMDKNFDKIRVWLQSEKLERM
RAD52 inh: inhibitors of human RAD52 DNA annealing; P43351; recombinant RAD52 DNA annealing, FRET fluorescence; hit rate 0.46% among 360,000; inhibition, % at 18.7 µM;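 active = every replicate showing at least 50% inhibition; inconclusive = mean inhibition at least 50% but not in every replicate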
F508del corr: CFTR F508del correction in bronchial cells; CFBE cells, YFP halide quenching; stimulated with forskolin plus potentiator P3; % fluorescence drop versus neutral controls; activity (quench increase), % at 7.58 µM; hit rate 0.36% among 350,000;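 active = mean added fluorescence quench of at least 8% versus neutral control, with both replicates also reaching 8%; inconclusive = only one of the mean or replicate conditions met; inactive = mean below 8% and not both replicates reaching 8%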;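 note: cells transiently co-express mutant CFTR-F508del with the halide-sensitive YFP; corrector assay measuring rescue of mutant channel to the surface after 24 h compound exposure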
ARNT-TACC3 inh: disruptors of human ARNT/TACC3 interaction; hit rate 0.66% among 390,000; Q9Y6A5; AlphaScreen His-ARNT PAS-B/GST-TACC3 binding, luminescence; TACC3 fragment carries E629A point mutation; inhibition, % at 9.99 µM; AID 623870;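 active = mean inhibition of replicates at least 50% and at least half of replicates each reaching 50%; inconclusive = half or more replicates reach 50% but mean below 50%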;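 note: 0% = complete ARNT plus TACC3 wells and 100% = ARNT alone without TACC3; many hits fall short of the cut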
RAD54 branch: inhibitors of human RAD54 branch migration; Q92698; RAD54 Holliday junction branch migration, FAM/BHQ fluorescence; inhibition, % at 10.4 µM; hit rate 0.14% among 360,000;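 active = mean normalized replicate activity at least 40 and at least half of replicates scoring 40 or more; inconclusive = only one of the two criteria met; inactive = mean below 40 and under half of replicates reaching 40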;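 note: 0% = median of neutral control wells and 100% = median of positive control wells; inhibitors cause a drop in the FAM fluorescence signal; in these data hits start at about 50%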
esBAF inh: inhibitors of esBAF chromatin remodeling in mouse ES cells; Bmi1-luciferase knock-in reporter, 24 h; 100% = twice the neutral-well signal; reporter increase, % at 12.5 µM; hit rate 2% among 350,000; in the data active = activation above about 40%; inconclusive = no clear call, values can overlap the other calls;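 note: 0% = median of the plate's neutral control wells and 100% = double that signal; a rise in the Bmi1 reporter signal indicates esBAF inhibition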
Xi reactivation: reactivates the inactive X chromosome in mouse fibroblasts. XiGFP mouse fibroblasts, % GFP-positive cells imaging, 3 d; cells co-treated with 5-aza-dC sensitizer; scaled so ellipticine positive control = 100%. activation, % at 7.58 µM. hit rate 0.055% among 360,000;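 active = mean normalized replicate activation at least 10% and every replicate at or above 10%; inconclusive = only one of the two criteria met; inactive = mean below 10% and not all replicates reach 10%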;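 note: 0% = median of on-plate neutral control wells and 100% = ellipticine 6 µM median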
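Assay system – SV40-immortalized XiGFP fibroblast cells, line 68-5-11 · Buffer or medium – DMEM supplemented with 5-aza-dC as sensitizing agent · Dosing – one concentration, pinned · Benchmarks – positive control ellipticine, 6 µM final · Times – 3 days compound exposure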
Numbers without * were called inactive; u = inconclusive; x = not tested or not shown. Rows were taken by chance; any-hit rate near 3.3%.

SMILES	GSIS activator	ERAP1 HTS inh	RAD52 inh	F508del corr	ARNT-TACC3 inh	RAD54 branch	esBAF inh	Xi reactivation
C[C@@]12C(=O)Nc3ccccc3C(=O)N1[C@H]1c3cc(Cl)ccc3OC[C@@H]1[C@@H]2c1ccccc1	9	3	-16	-2.3	-9	5	-56	0.0
O=C(CN(c1cccc(C(F)(F)F)c1)S(=O)(=O)c1ccc(Cl)c([N+](=O)[O-])c1)NCc1ccc(F)cc1	-21	x	x	x	-2	-11	-1	0.7
CN(C)C(=O)c1ccc2c(c1)C1C3CCC(C3)C1C(c1ccccc1)N2 (stereo unspecified)	-6	7	-4	-5.2	10	x	0	0.2
Cc1nc(NC(=O)CN2CC(C)OC(C)C2)sc1C(=O)N(C)C (stereo unspecified)	-8	-5	6	1.3	1	1	-4	0.0
NC(=O)CC(NC(=O)c1ccc(Br)cc1)c1ccc(NCCc2ccc(F)cc2)c([N+](=O)[O-])c1 (stereo unspecified)	9	x	-2	2.4	-2	-8	-1	0.1
C[C@H](CO)N1C[C@H](C)[C@H](CN(C)C)Oc2ccc(NC(=O)CCC(F)(F)F)cc2C1=O	18	-2	-14	3.0	-2	9	5	0.1
C[C@H](CO)N1C[C@H](C)[C@H](CN(C)S(=O)(=O)c2cccs2)Oc2ccc(NC(=O)CCCCCC(=O)Nc3ccccc3N)cc2CC1=O	21	x	x	-1.2	13	1	-12	0.1
COc1ccc(C(=O)CC(=O)c2ccc(C)cc2)c(O)c1	11	-1	-4	4.6	5	1	30	0.0
CCOC(=O)[C@H]1[C@H]2COc3ccccc3[C@@H]2N2C(=O)c3cc(C)ccc3NC(=O)[C@@]12C	21	x	-14	0.6	3	5	-2	-0.3
CCCN(C)C[C@@H]1Oc2cc(C#CCC(C)C)ccc2S(=O)(=O)N([C@@H](C)CO)C[C@H]1C	-21	-2	-15	-0.6	x	x	x	-0.8
C[C@@H]1CN([C@@H](C)CO)C(=O)c2cc(-c3cccnc3)cnc2O[C@@H]1CN(C)C(=O)Nc1ccc2c(c1)OCO2	-3	3	10	1.3	7	-4	-4	-0.1
Cc1cc(NC2=CC(=O)C(=O)c3ccccc32)no1	-37	3	-4	-0.3	37*	x	x	0.0
CN(/N=C/c1ccc2c(c1)OCO2)c1nc(N2CCOCC2)nc(N2CCOCC2)n1	-9	-2	-8	-0.7	28	x	x	0.0
O=C(C[C@@H]1C=C[C@@H](NC(=O)Nc2ccc3c(c2)OCO3)[C@H](CO)O1)NCc1ccccc1	-1	2	-18	1.4	-8	10	-1	-0.4
NCCN1CCN(S(=O)(=O)c2ccc([N+](=O)[O-])cc2)C=C1c1ccc(Cl)cc1	-18	0	-29	0.3	13	7	8	0.0
Cc1ccc2c(CN3CCC(C)CC3)cc(=O)oc2c1C	-8	-1	-16	2.9	-14	-18	u	0.0
CC(=O)/C(=N/Nc1ccc(Br)cc1)N1CCCc2ccccc21	-5	x	-1	-2.0	2	x	x	-0.1
Nc1nc2ccc(C(=O)NCCOC(=O)C3CCCCC3)cc2s1	6	0	-11	0.3	66*	x	x	0.1
CC(=O)Oc1cc(C)c(Cl)c2c(OC(C)=O)cc(C(C)=O)c(O)c12	11	1	-25	0.6	x	x	x	-0.2
COc1ccccc1-c1cn(CC[C@H]2CC[C@@H](NC(=O)C3CC3)[C@@H](CO)O2)nn1	0	0	5	-2.2	-11	2	2	-0.2
CCC(=O)Nc1ccc2c(c1)OC[C@@H](C)N(C(=O)c1ccccn1)C[C@H](C)[C@H](OC)CN(C)C2=O	1	-3	2	x	-5	-2	-4	0.7
O=C(O)CCn1cc(C2CC(c3ccccc3)=NN2c2ccccc2)c(-c2ccccc2)n1 (stereo unspecified)	23	-31	-10	1.1	-45	-10	2	0.0
Cc1[nH]nc2nc(SCC(=O)NC3CCCCC3)n(-c3ccc(Br)cc3)c(=N)c12	-13	-1	-8	-0.5	3	0	-3	0.0
Cc1nc(-c2ccccc2)nn1-c1ccc([N+](=O)[O-])cc1	x	x	-18	1.0	x	2	x	0.0
CCCNC(=O)N1[C@@H](CO)[C@@H](c2ccccc2)[C@@H]1CNC(C)=O	-1	2	3	1.0	-2	-5	2	0.1
C=CCN(CC=C)C(=S)NC(=O)/C=C/c1ccccc1	-8	x	x	x	2	-5	-8	0.3
O=C(CN1c2cccc3cccc(c23)S1(=O)=O)NCCc1ccccc1	12	-4	-11	-0.6	13	10	-5	0.0
O=C(NCC1CCCO1)c1cc(-c2ccccc2)nc2ccc(Br)cc12 (stereo unspecified)	19	0	-5	-1.6	25	-1	14	0.1
O=[N+]([O-])c1ccc2[nH]c3c(c2c1)CCCC3O (stereo unspecified)	-5	-1	-4	0.7	-18	9	7	0.0
CN(C[C@H]1N[C@@H](CO)[C@H]1c1ccc(-c2cccnc2)cc1)C(=O)CC1CC1	7	-1	-41	-0.4	1	2	3	0.5
COc1ccc(NC(=S)N2CCN(S(C)(=O)=O)CC2)cc1OC	17	-2	-17	-0.8	-9	10	-1	0.0
Cc1cccc(NC(=O)NC(=O)c2ccccc2)n1	8	-5	-17	-2.6	-2	x	x	0.0
Cc1c(C(=O)N(Cc2ccc(N(C)C)cc2)CC2CCCO2)oc2ccccc12 (stereo unspecified)	-26	-1	1	1.2	16	8	3	0.1
Cc1nn(-c2ccccc2)cc1C(=S)Nc1ccccc1	1	0	-14	2.9	x	2	49*	0.2
CNc1ccccc1C(C)(C)c1cc(-c2cccc(OC)c2)no1	-19	0	-21	-0.1	5	x	x	0.0
CCOc1ccc(S(=O)(=O)N2CCC(C(=O)NC3CCCC3)CC2)cc1	16	-1	-7	-2.4	2	-1	x	0.2
CC12CCC(=O)N1C(C(=O)Nc1nc(-c3cc(F)ccc3F)cs1)CS2 (stereo unspecified)	-6	-3	-11	0.0	1	x	18	0.0
C/C(=N\NC(=O)c1ccco1)c1cccc2ccccc12	4	0	-10	-4.1	5	x	7	0.3
OC[C@@H]1[C@@H](c2ccc(C#CC3(O)CCCC3)cc2)[C@H]2CN(Cc3cccnc3)CCCCN12	12	1	-7	1.8	8	-2	x	0.0
NC(=O)c1nsc(C(=O)N(c2ccccc2)C(C(=O)NCC2CCCO2)c2ccc3ncccc3c2)c1N (stereo unspecified)	x	-7	8	-0.1	0	0	-3	0.5
CCC(=O)N1c2ccc(S(=O)(=O)NCCc3ccc(C)cc3)cc2CC1C (stereo unspecified)	6	-1	-9	-2.1	-3	-3	-3	0.1
C[C@H](CO)N1C[C@H](C)[C@@H](CN(C)C(=O)c2cccc(F)c2)Oc2ncc(-c3cncnc3)cc2C1=O	9	-3	3	0.3	-1	-12	9	-0.5
Cc1cc(C)nc(N2CCC(C(=O)NC3CCCCCC3)CC2)n1	21	x	x	x	21	-9	-2	x
COc1ccc(N2CCN(C(=O)CNC(=O)c3cccs3)CC2)cc1	-2	-3	-4	3.3	x	8	x	0.0
CCOC(=O)C(C)Sc1nc2c(c(-c3cccs3)c1C#N)CCC2 (stereo unspecified)	8	-2	-39	2.0	1	x	x	0.2
Cc1ccsc1C(=O)N1CCN(c2ccccn2)CC1	1	2	-7	0.9	-8	2	6	0.0
Cc1ncc(CSc2ccc(Cl)cc2)c(CO)c1O	-1	2	-6	0.5	-5	1	-7	0.0
O=C(/C(=N/O)c1ccccc1)c1ccccc1	25	1	-9	1.2	5	1	-1	0.6
CC(C)NS(=O)(=O)c1ccc(OCC(=O)NC(C)c2ccccc2)cc1 (stereo unspecified)	8	0	2	0.6	-6	-3	3	0.0
NC(=O)c1cc(NC(=O)CCNS(=O)(=O)c2cccc(C(F)(F)F)c2)cc(C(N)=O)c1	28	0	1	-0.9	4	-3	-2	0.0
C=CCn1c(SCC(=O)Nc2cccc(OC)c2)nnc1-c1cccnc1	9	-1	-6	-1.6	-4	8	1	0.0
CCn1cc(CNC(=O)C2CCC(=O)N(C3CCCCCC3)C2)cn1 (stereo unspecified)	8	-2	-2	-1.6	8	-10	1	0.5
COc1ccc(CNC(=O)C[C@H]2C[C@H]3c4cc(NS(=O)(=O)c5ccc(F)cc5)ccc4O[C@H]3[C@H](CO)O2)cc1	-16	2	5	-0.5	-2	4	8	-0.1
Cc1cc(C)c(Nc2n[nH]c(=S)s2)cc1C	x	3	-10	-0.1	x	0	6	0.0
Cc1sc2nc(SCC(=O)N3CCOCC3)[nH]c(=O)c2c1C	x	-1	-8	2.5	2	-4	-1	0.0
Cc1ccccc1NC(=O)COc1coc(CN2CCN(Cc3ccccc3)CC2)cc1=O	7	-3	-7	-7.4	1	7	-3	-0.1
Cc1cc(N2C(=O)C3C4CC(c5ccccc5)C(C4)C3C2=O)no1 (stereo unspecified)	-6	1	-16	-2.2	-2	8	-4	0.1
Cc1c(Cl)cccc1-n1c(-c2cccnc2)n[nH]c1=S	-2	16	-19	-1.7	0	x	x	0.3
COc1cccc(Nc2nc3ccccc3nc2-n2nc(C)cc2C)c1	-10	5	14	2.6	-16	-3	3	0.3
CCCC(=O)Nc1ccc2c(c1)C(=O)N(C)C[C@H](OC)[C@@H](C)CN(Cc1nccs1)[C@H](C)CO2	14	x	-1	0.1	-3	-10	3	0.0

Next results
SMILES	GSIS activator	ERAP1 HTS inh	RAD52 inh	F508del corr	ARNT-TACC3 inh	RAD54 branch	esBAF inh	Xi reactivation
CCC(C)NC(=O)C(=O)NC1CCCC1 (stereo unspecified)	3	-5	-11	3.4	10	x	x	0.4
C[C@H]1CN([C@@H](C)CO)C(=O)Cc2cc(NS(=O)(=O)c3ccccc3)ccc2O[C@@H]1CN(C)Cc1ccc(Cl)c(Cl)c1	2	6	-1	-5.1	-16	-2	8	-0.1
C[C@@H]1CN([C@@H](C)CO)C(=O)c2cc(C#Cc3ccccn3)cnc2O[C@@H]1CN(C)C(=O)CCN1CCCCC1	3	0	-33	0.4	-2	-5	2	0.4
O=C(O)COc1c(Cl)cc(/C=C2/NC(=O)NC2=O)cc1Br	-2	0	-2	5.8	-2	x	x	0.0
O=C1/C(=C/c2cccnc2)N=C2CCCCCN12	10	0	-28	x	1	x	7	0.0
CCOc1cc(/C=C2\C(=O)ON=C2c2ccccc2)cc(Br)c1O	0	4	-302	1.8	-1	-14	0	0.1
Cn1c(CNC(=O)CNS(=O)(=O)c2ccccc2)cc(=O)n(C)c1=O	15	0	-35	2.1	-1	x	x	0.0
COc1ccc2c3c(n(C)c2c1)[C@H](CO)NCC31CN(CC2CCOCC2)C1	14	3	76*	1.0	x	x	x	0.0
Cc1cc(Cl)ccc1OCCCC(=O)NCc1ccncc1	14	x	x	x	-5	1	x	0.2
CCOC(=O)C1CCN(C(=S)Nc2cccc(C)c2C)CC1	-10	x	x	x	-3	3	x	0.2
COc1ccc(NC(=O)CSc2nnc3ccc(-c4ccccn4)nn23)c(OC)c1	1	1	3	5.6	0	-1	-2	0.1
CCOC(=O)c1nn(-c2ccc(OCC)cc2)c(C)c1C(C)=O	-3	-3	-15	-0.3	-5	x	x	0.1
COc1ccccc1N1CCN(C(=O)C2CCN(S(=O)(=O)c3ccc(Cl)cc3)CC2)CC1	-27	1	-19	x	3	9	1	x
COc1ccc(-c2ccc3n(c2=O)C[C@@H]2[C@@H](CO)[C@H](C(=O)N(C)C)[C@H]3N2Cc2cncnc2)cc1	3	-1	-9	x	0	0	-1	0.1
